KB-V1 MDR tox – qHTS assay for MDR1-selective chemotherapeutics: Primary screen using the drug-selected MDR subline cells KB-V1 | AID 1347076, 2019 | Potency, µM (highest dose often 46.1 µM), inactives show at the highest dose activity change, negative = cytotoxicity, most hits filed as cytotoxic | KB-V1 MDR cells viability, CellTiter-Glo, 72 h | 3.4% of 400,000 active; also: potency is read from the fitted curve at half-maximal effect; % is scaled to controls: 0 for no effect and ±100 for the full control effect; nearly all actives have a fitted effect of over 60% in size
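Potencies derive from concentration-effect curves fitted to normalized luminescence (CellTiter-Glo) of KB-V1 cells treated for 72 h at 37 degrees C in phenol-red-free DMEM containing 10% FBS.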
HT1080 IDH1KD tx – qHTS for induction of synthetic lethality in tumor cells producing 2HG: qHTS for the HT-1080-IDH1KD cell line; HT-1080 IDH1 knockdown viability, ATP luminescence, 48 h; Potency, µM (doses to about 46.1 µM), for the others: top-dose activity, negative = toxicity, hits mostly cytotoxic; 2% of 360,000 active; AID 686971, 2013;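 also: potency is read from the fitted curve at half-maximal effect; 0% = DMSO wells and -100% = cell-free medium wells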
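Viability of IDH1-knockdown HT-1080 fibrosarcoma cells was assessed by CellTiter-Glo after 48 h at 37 °C with titrated compound; concentration-effect curves were classified by fit quality and response size.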
SW480 rerep – A quantitative high throughput screen for small molecules that induce DNA re-replication in SW480 colon adenocarcinoma cells; SW480 DNA re-replication, Hoechst DNA content imaging, 48 h; Potency, µM (top dose mostly 46.1 µM), inactives show at the top dose re-replication activation, usual class: activators; 1.8% of 340,000 active; AID 624297, 2012; also: potency is read from the fitted curve at half-maximal effect; % of control where 0% means no effect; nearly all actives have a fitted effect of over 55% in size
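Compounds, transferred as 23 nL by pin tool, were incubated with cells for 48 hr; DNA content per nucleus was then quantified by Hoechst staining and fluorescence plate imaging.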
DRD3 agonist – qHTS of D3 Dopamine Receptor Agonist: qHTS; D3R DiscoveRx beta-arrestin cells, luminescence, 90 min; max activation, %; 0.58% of 410,000 active; AID 652048, 2013; in the data active = max activation above about 30%; also: 0% is about no effect; mostly tested at two doses, the higher about 12 µM
Target sequence (P35462 whole entry, looked up): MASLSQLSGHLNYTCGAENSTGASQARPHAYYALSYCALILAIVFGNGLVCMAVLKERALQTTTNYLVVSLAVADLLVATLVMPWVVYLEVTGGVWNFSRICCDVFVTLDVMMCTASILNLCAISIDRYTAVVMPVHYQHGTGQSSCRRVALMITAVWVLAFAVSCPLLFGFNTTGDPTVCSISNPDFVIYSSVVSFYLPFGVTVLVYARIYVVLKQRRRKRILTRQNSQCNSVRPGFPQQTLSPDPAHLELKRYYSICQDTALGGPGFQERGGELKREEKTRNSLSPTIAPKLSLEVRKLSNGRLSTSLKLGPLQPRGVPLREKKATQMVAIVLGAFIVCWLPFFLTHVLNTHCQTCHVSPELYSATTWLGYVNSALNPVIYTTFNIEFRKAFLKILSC
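Cells at 1500/well, incubated overnight, then treated with pinned compounds (dopamine as control) for 90 min at 37 degrees C. DiscoveRx reagent added for 30 - 60 minutes at room temperature; luminescence read.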
KB-3-1 tox – qHTS assay for MDR1-selective chemotherapeutics: Primary screen using the parental adenocarcinoma cell KB-3-1. KB-3-1 viability, CellTiter-Glo ATP luminescence, 72 h. Potency, µM (top dose mostly 46.1 µM), for the others: at the highest dose activity change, negative = cytotoxic, hits mostly cytotoxic. 1.4% of 400,000 active. AID 1347075, 2019; also: potency is read from the fitted curve at half-maximal effect; % is scaled to controls: 0 for no effect and ±100 for the full control effect; nearly all actives have a fitted effect of over 60% in size
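Cells are dispensed, compounds pinned in, plates held at 37 °C for 72 h, then CellTiter-Glo is added and luminescence read after 10 minutes. Cell line: parental KB-3-1 in phenol-red-free DMEM, 10% FBS.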
HEK293 tox – qHTS of GLP-1 Receptor Inverse Agonists: Cytotox Screen; HEK293 cAMP-luciferase reporter cells, luminescence, 24 h; Potency, µM (series often up to 38.3 µM), for inactives: at the top dose activity change, negative = inhibition, hits mostly inhibitors; 0.13% of 410,000 active;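 also: loss of luciferase light is scored as toxicity; potency is read from the fitted curve at half-maximal effect; % is scaled to controls: 0 for no effect and ±100 for the full control effect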
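Here, cytotoxicity is scored as loss of luminescence. The MLSMR collection was tested on cells seeded in medium containing 10% Nu serum, with a 24 hr compound exposure preceded by 12 hours of culture.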
IL1B secr inh – qHTS for Inhibitors of Inflammasome Signaling: IL-1-beta AlphaLISA Primary Screen; THP-1 LPS/ATP IL-1B secretion, AlphaLISA, 16 h; hits give low values; activity change, % at 57.5 µM; 4.7% of 360,000 active; in the data active = activity change below about -50%; inconclusive = mostly about -30% to -49%; also: % is scaled to controls: 0 for no effect and ±100 for the full control effect
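THP-1 cells pretreated 1 hr with compounds (up to 57.5 uM final), then stimulated with LPS (250 ng/mL final) plus ATP (1.25 mM final); secreted IL-1B measured by AlphaLISA after 16 hr, decreased signal indicating inhibition.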
HT1080-NT tox – qHTS for induction of synthetic lethality in tumor cells producing 2HG: qHTS for the HT-1080-NT fibrosarcoma cell line. HT-1080-NT fibrosarcoma viability, CellTiter-Glo ATP luminescence, 48 h. Potency, µM (highest dose often 46.1 µM), inactives show top-dose activity, negative = less viability, hits mostly cytotoxic. 1.6% of 360,000 active. AID 686970, 2013;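 also: NT is the 2HG producing partner of a matched IDH1 knockdown line; potency is read from the fitted curve at half-maximal effect; 0% = DMSO-treated cells and -100% = media-only wells without cells; nearly all actives have a fitted effect of over 55% in size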
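HT-1080-NT; 750 cells/well; 5% FBS RPMI; 48 h compound, 37 degrees C; CellTiter-Glo luminescence; curve fitting and curve-class assignment.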
MCF10A rerep – A quantitative high throughput screen for small molecules that induce DNA re-replication in MCF 10a normal breast cells; 2.9% of 350,000 active; Potency, µM (top dose mostly 46.1 µM), for the others: at the highest dose activity, positive = re-replication, hits mostly activators; MCF 10A DNA re-replication, Hoechst nuclear intensity, 48 h; also: potency is read from the fitted curve at half-maximal effect; % of control where 0% means no effect; nearly all actives have a fitted effect of over 50% in size
The depositor's hits bear a star; ? = inconclusive; nt = not tested or not shown; [ ] = another dose, or the depositor's remark. Unless noted, calls follow the shape of the dose curve; as a rule, active = well fitted curve in the direction sought with a large enough effect; inconclusive = small, poorly fitted or top-dose-only effect, or another doubt; inactive = no such curve, though single readings can be large; an effect the other way counts as inactive or inconclusive. Rows are unselected, and some 11% of all compounds hit somewhere here.

SMILES | KB-V1 MDR tox | HT1080 IDH1KD tx | SW480 rerep | DRD3 agonist | KB-3-1 tox | HEK293 tox | IL1B secr inh | HT1080-NT tox | MCF10A rerep
O=C(Nc1cccc2cccnc12)c1cc(F)c(F)cc1Cl | 13.3% | -3.5% | 0.7% | -0.2 | 7.3% | -5.3% | 16.1 | -0.4% | -5.3%
CCNC(=O)C1CCCN1S(=O)(=O)c1ccc(OC)cc1 (stereo not given) | 3.5% | -0.2% | -4.1% | -6.0 | -3.4% | 31.2%[activator] | 19.8 | -0.8% | 1.0%
COCCCNC(=O)Cn1nc(-c2ccccc2OC)ccc1=O | -7.9% | -7.3% | -54.3%[inhibitor] | -8.6 | 6.2% | 105.7%[activator] | 22.2 | -2.1% | 19.1%
Cc1cccc(C(=O)NCCc2n[nH]c(=S)n2C)c1 | 0.0% | 22.1% | 5.8% | 0.9 | 1.5% | 13.0% | -1.0 | 11.4% | -7.6%
Cc1ccc2oc(=O)c3cc(C(=O)NCc4ccco4)sc3c2c1 | ? | -16.7% | -13.9% | -2.2 | -1.5% | 8.6% | 24.6 | -29.8% | 2.9%
COc1cc(/C=C/C(=O)c2ccc3c(c2)OCO3)cc(Cl)c1O | 9.5% | 23.1µM* | ? | 4.7 | 0.8% | 390.9%[activator] | ? | ? | 9.2µM*
CCCCc1c(-c2cccc(Cl)c2)ncn1CCc1ccccc1OC | 10.3µM* | ? | nt | 9.8 | ? | 2.7% | -57.8* | ? | nt
CCOc1ccc(C(C)=O)cc1N1C(=O)C2C3C=CC(O3)C2C1=O (stereo not given) | 9.3% | ? | ? | -30.1 | -1.2% | 4.1% | -10.2 | 6.1%[9.24 µM] | ?
CC(C)(C)c1cc[n+](/C(C(=S)NC2CC2)=C(/[O-])c2ccc(Cl)s2)cc1 | ? | 3.1% | 0.2% | -1.6 | -15.8% | -0.5% | -4.2 | 10.3% | 1.0%
Cc1ccc(-n2ncc(C(=O)Nc3cc(Cl)cc(Cl)c3)c2C2CCNCC2)cc1C | -12.7% | 20.6µM* | 4.61µM* | -1.3 | -0.8% | -18.4% | -19.0 | ? | ?
CCNC(=O)OCc1cn(-c2ccc(Cl)cc2)nn1 | 4.0% | -2.9% | 1.8% | 1.7 | 10.6% | 1.3% | 19.0 | -3.6% | 0.0%
COc1ccc(C(=O)C2CCCN(C(=O)CSC)C2)cc1OC (stereo not given) | -26.9% | -2.8% | ? | 0.3 | -1.2% | 6.0% | 3.8 | 1.4% | 1.5%
CC(=O)Nc1ccc(C=NNc2ccc([N+](=O)[O-])cn2)cc1 | 3.8% | -9.5% | -0.2% | -0.5 | -0.6% | 0.0% | 9.4 | 5.6% | 9.6%
Cc1cc([N+](=O)[O-])nn1CC(=O)NCc1ccccc1 | 3.2% | -0.5% | 1.1% | 1.0 | 3.8% | 4.9% | 6.5 | 1.0% | 2.4%
Cc1ccc(S(=O)(=O)NC(=O)Nc2nc(-c3ccc(F)c(F)c3)cs2)cc1 | 0.0% | -1.7% | -14.8% | 13.2 | -5.6% | 10.3% | 3.6 | 5.6% | -3.8%
N#CC(CC(=O)c1ccc(Cl)cc1)c1ccccc1 (stereo not given) | 16.4µM* | -3.7% | -2.8% | -6.6 | -5.1% | 17.0% | -29.8 | -2.4% | 0.6%
O=C(Nc1ccccc1Cl)NC1(C(=O)NCc2ccncc2)CCCCC1 | -0.7% | 11.8% | -19.0% | -3.0 | 5.5% | -1.3% | -5.6 | -0.7% | -14.7%
O=C(NN1CCOCC1)c1cc(-c2ccncc2)nc2ccccc12 | 4.8% | 9.0% | 1.1% | 8.1 | 6.6% | -5.3%[0.307 µM] | 16.1 | ? | -1.1%
O=C(Nc1ccc2oc(=O)ccc2c1)c1cc([N+](=O)[O-])ccc1N1CCOCC1 | 10.1% | 6.0% | -17.0% | -3.7 | 16.2% | -7.5% | 9.8 | 0.1% | 13.5%
CCOc1ccc(S(=O)(=O)c2cn(C)c3cc(OC)c(OC)cc3c2=O)cc1 | ? | 0.4% | 1.7% | 7.9 | 6.0% | -1.6% | 3.5 | 13.3% | 0.5%
Cc1nc(N2CCN(c3ccc(Cl)cc3)CC2)[nH]c(=O)c1C | -2.7% | 1.5% | -2.7% | -5.0 | -0.4% | -11.2% | -7.6 | 0.1% | -7.1%
CCC1CCc2sc(C(=O)NCC(c3ccc(OC)cc3)N3CCCC3)cc2C1 (stereo not given) | 9.2µM* | ? | ? | -9.3 | ? | ? | ? | ? | ?
Cc1ccccc1C(=O)NC1CCN(C(=O)N2CCOCC2)CC1 | 0.0% | 14.6% | -4.2% | 2.6 | 14.1% | 14.6% | 6.8 | 20.4% | -2.4%
COc1ccccc1NC(=O)Nc1ccnn1C1CCN(C(=O)c2ccccn2)CC1 | 5.8% | 10.7% | -6.4% | 2.6 | -3.0% | 18.2% | -8.8 | 7.2% | 0.6%
CC(=O)OC1CCC2(C)C(CCC3C4CC=C(C(C)=O)C4(C)OC(=O)CC32)C1 (stereo not given) | ? | 10.3µM* | nt | -13.7 | 23.1µM* | -29.8% | -107.4* | ? | nt
Cn1c(/C(C#N)=C(\O)c2ccc(Br)s2)nc2ccccc21 | ? | 0.0% | -2.8% | -3.8 | -11.7% | 2.1% | 40.8 | -0.8% | -1.4%
COc1ccc(CN2C(=O)c3cccnc3C2Nc2ccc(C)cc2)cc1 (stereo not given) | -13.4% | -2.5% | 1.2% | -1.9 | 3.7% | 11.0% | ? | -9.1% | -4.0%
COc1ccccc1CNS(=O)(=O)c1ccc2c(c1)NC(=O)CO2 | -28.2% | -14.1% | 3.0% | -15.2 | -8.7% | 0.6% | 4.0 | -1.1% | 1.3%
COc1ccc(C2NC(=S)NC3=C2N2CCC3CC2)cc1 (stereo not given) | 21.1% | 12.7% | -5.8% | 1.4 | 26.9% | -2.2% | -11.0 | 9.0% | 1.3%
O=C(COC(=O)c1cccc(Cl)c1)NCc1ccccc1 | 16.2% | 1.5% | -6.5% | -2.3 | 6.4% | -13.0% | -1.3 | 5.2% | ?
CNC(=O)N(O)C1N(/N=C/c2ccccc2O)C(=S)SC1(C)C (stereo not given) | 12.2% | 6.7% | 1.6% | 8.0 | 8.3% | 0.9% | 22.2 | -0.4% | 13.8%
COc1cccc2sc(N3CCN(C(=O)C4COc5ccccc5O4)CC3)nc12 (stereo not given) | ? | -14.2% | -3.8% | 0.6 | -12.3% | 5.4% | -6.6 | -16.4% | ?
COc1cccc(NC(=O)NCc2ccccc2Cl)c1 | -3.6% | 7.8% | -0.6% | -6.1 | 1.3% | 9.3% | -8.1 | -2.0% | 11.0%
CC(OC(=O)c1ccc2c(=O)n3c(nc2c1)CCCCC3)C(N)=O (stereo not given) | -5.3% | 15.1% | -2.2% | 3.3 | ? | 5.7% | 19.8 | 13.9% | 7.6%
CCOC(=O)N1CCN(c2cc(=O)n(-c3cccc(Br)c3)c(=O)[nH]2)CC1 | 13.1% | -1.3% | -11.3% | 1.5 | 0.6% | -4.6% | -2.5 | 11.9% | -2.3%
CCC(=O)c1ccc(OCc2ccc(C(=O)OC)o2)c(OC)c1 | -20.6% | -3.4% | -3.3% | 0.1 | 2.0% | -1.0% | 19.2 | -3.4% | -0.6%
CCn1ncc(C2C(C(=O)Nc3ccc(C)cn3)=C(C)NC3=C2C(=O)CCC3)c1C (stereo not given) | ? | -0.5% | -0.4% | 16.1 | 0.0% | 13.9% | 8.2 | ? | 5.5%
CCCc1cc(C(=O)OCC(=O)N2CCN(c3ccc(OC)cc3)CC2)sc1C | -2.6% | 10.3% | -5.3% | 9.4 | 16.3% | 0.8% | 0.0 | 3.2% | 0.3%
CCN(CC)CCNC(=O)C1CCC(=O)N1CCc1ccccc1 (stereo not given) | 9.3% | 9.6% | -6.1% | -5.6 | 6.9% | -6.0% | 18.6 | 16.4% | -1.7%
Cc1ccc(S(=O)(=O)N2CCCC2C(=O)Nc2nc3ccccc3s2)cc1 (stereo not given) | ? | -28.5% | 14.4% | 15.9 | ? | 1.2% | -16.6 | -0.1%[9.24 µM] | ?
O=S(=O)(c1ccc2c(c1)OCCO2)N1CCC(O)(c2ccc(Cl)cc2)CC1 | 0.0% | -24.7% | -1.9% | -7.2 | -22.4% | -23.7% | -21.8 | -18.9% | 10.2%
O=C(CCN1C(=O)C2CCCCC2C1=O)Nc1nc2ccc(F)cc2s1 (stereo not given) | ? | 0.9% | 1.7% | -3.1 | -0.5% | 70.4%[activator] | 0.0 | -5.1% | 12.7%
Cc1ccc(C(NC(=O)C2CCN(CCCOc3ccccc3)CC2)c2ccccn2)cc1 (stereo not given) | -19.4% | ? | nt | -12.2 | -0.1% | -5.2% | ? | ? | nt

Quoted from the listing:
Entry of `CCN(CC)CCNC(=O)C1CCC(=O)N1CCc1ccccc1` (stereo not given) under DRD3 agonist: -5.6
Entry of `O=C(CCN1C(=O)C2CCCCC2C1=O)Nc1nc2ccc(F)cc2s1` (stereo not given) under MCF10A rerep: 12.7%
